# From PubChem BioAssay
# TSG101-PTAP inh: blocks PTAP/TSG101 interaction to inhibit HIV-1 budding. Potency, µM (top dose mostly 115 µM), inactives show at the highest dose activity change, negative = inhibition, usual class: inhibitors. 340,000 tested, under 10 active. Q99816. Fluorescence polarization, FITC-PTAP peptide / Tsg101 binding; active = well fitted inhibition curve with a large enough effect in the main read-out, with a control signal flat, not every such curve was filed as active; inconclusive = small, poorly fitted or top-dose-only effect, or effect the other way, or a change in a side signal; inactive = no such curve, though single readings can be large or run the other way; note: potency is the fitted concentration of half-maximal effect; % of control where 0% means no effect
#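 FP read-out: FITC-PTAP peptide, 50 nM final, binding Tsg101 binding domain, 10 uM final; 20 min, r.t.; 10 mM HEPES pH 7.5, 0.15 M NaCl, 0.01% Tween 20, 3 mM EDTA, 0.1 mM TCEP.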
# Integrin act MD: activators of alpha7 integrin expression for muscular dystrophy; Potency, µM (series often up to 38.3 µM), for the others: at the highest dose activation, most hits filed as activators; alpha7betagal myoblasts, beta-gal FDG fluorescence, 48 h; hit rate 0.064% among 350,000;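 note: potency is the fitted concentration of half-maximal effect; 100% = response of the positive control SU9516; nearly all actives have a fitted effect of over 60% in size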
#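 alpha7betagal+/- myoblasts (passage 13, 250/well) treated 48 h at 37C with compounds at 1:260 dilution of DMSO stock. Lysed, then beta-galactosidase activity read as FDG fluorescence (ex 480/em 540) after 30 min, with pre-read for autofluorescence.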
# TCR act: activators of T cell receptors; primary human leukocytes, anti-CD3, IL-2 HTRF, 48 h; 330,000 tested, under 10 active; AID 504894; Potency, µM (series often up to 9.22 µM), for inactives: at the highest dose activation of IL-2 secretion, hits mostly activators; note: % of control where 0% means no effect
#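 HTRF read-out of IL-2 secretion: europium cryptate donor excited at 320nm, d2 acceptor emission at 665nm. Cells were primary human leukocytes incubated 48 hr with compounds and a-CD3 beads, supplying TCR signal only.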
# Tb PFK block: inhibitors of T. brucei phosphofructokinase. O15648. T. brucei PFK, ADP-Glo luminescence. Potency, µM (doses to about 57.5 µM), for the others: top-dose activity, negative = inhibition, hits mostly inhibitors. hit rate 0.17% among 330,000. AID 485367;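 note: potency is the fitted concentration of half-maximal effect; 0% = uninhibited 1x PFK enzyme wells and -100% = no-enzyme wells; nearly all actives have a fitted effect of over 60% in size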
# Target sequence (O15648 whole entry, looked up): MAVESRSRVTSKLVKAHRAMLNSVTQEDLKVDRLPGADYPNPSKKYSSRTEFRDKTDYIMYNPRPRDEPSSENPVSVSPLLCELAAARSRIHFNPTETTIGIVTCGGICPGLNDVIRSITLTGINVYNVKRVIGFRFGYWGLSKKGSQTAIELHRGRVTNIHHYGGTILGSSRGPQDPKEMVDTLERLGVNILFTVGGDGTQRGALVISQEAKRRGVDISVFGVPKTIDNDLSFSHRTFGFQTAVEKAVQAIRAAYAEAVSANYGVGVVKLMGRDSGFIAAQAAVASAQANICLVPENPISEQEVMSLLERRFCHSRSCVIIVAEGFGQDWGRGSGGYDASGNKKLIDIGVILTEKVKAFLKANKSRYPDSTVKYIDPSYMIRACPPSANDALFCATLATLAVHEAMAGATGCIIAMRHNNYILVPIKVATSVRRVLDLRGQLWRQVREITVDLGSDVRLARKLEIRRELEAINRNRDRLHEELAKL
#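 ADP-Glo luminescence quantified ADP after 45 min at room temperature, with 1.25 nM T. brucei PFK, 0.1 mM ATP and 0.5 mM fructose-6-phosphate in pH 8.0 TEA buffer. qHTS titrations up to 57 µM; curves classified by quality.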
# Eya2 phos inh: inhibitors of human Eya2 phosphatase activity. recombinant Eya2, OMFP fluorescence dephosphorylation (OMFP is methylfluorescein phosphate). Potency, µM (doses to about 76.9 µM), inactives show at the top dose activity, negative = inhibition, usual class: inhibitors. hit rate 0.006% among 330,000. AID 488837; note: potency is the fitted concentration of half-maximal effect; % is set by controls: 0 for no effect and ±100 for the full control effect
#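 Eya2 protein (added as 0.2 uM solution) was preincubated with compound for 10 min at ambient temperature in 50 mM HEPES pH 7.5, 50 mM NaCl, 5 uM MgCl2, 0.05% BSA, 1 mM DTT. OMFP (added at 50 uM) then reacted 10 min; fluorescence read at 485/525 nm.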
# ELG1 DNA repair: ELG1-dependent DNA repair inhibition; AID 504467; Potency, µM (highest dose often 46.1 µM), for the others: top-dose activity change, negative = inhibition, hits mostly inhibitors; hit rate 2.3% among 330,000; HEK293T ELG1-luciferase reporter, luminescence, 16 h; DNA damage induced by 5-fluorouridine; note: potency is the fitted concentration of half-maximal effect; % is set by controls: 0 for no effect and ±100 for the full control effect; nearly all actives have a fitted effect of over 55% in size
#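 Quantitative HTS, concentration-response format. 2,000 cells/well co-treated with 5-fluorouridine and compound, 16 hr in 5% CO2 at 37 °C; ONE-Glo luminescence read after 30 min.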
# TSHR antagonist: human thyrotropin receptor antagonism. P16473. TSHR-expressing cells, TSH-stimulated cAMP HTRF, 2 h; hits give low values. activity change, negative = inhibition, % at 11.5 µM. hit rate 0.2% among 330,000. AID 504810;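 active = activity change below a set negative limit, meaning inhibition stronger than a set level, cut at about -70% in these data; inconclusive = activity change between two set negative limits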; note: % is set by controls: 0 for no effect and ±100 for the full control effect
#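 Antagonism was scored as loss of TSH-driven cAMP in TSHR cells, stimulated with 4nM TSH (EC80) for 2 hours at 37 deg C and detected by homogeneous HTRF competition immunoassay.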
# Mito fusion yeast: blocks mitochondrial division or promotes mitochondrial fusion | S. cerevisiae fusion-defective mutant growth rescue, CellTiterGlo 48 h | Potency, µM (doses to about 46.1 µM), for the others: at the top dose growth rescue (activation), most hits filed as activators | hit rate 0.23% among 320,000;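 note: potency is the fitted concentration of half-maximal effect; % of control where 0% means no effect; nearly all actives have a fitted effect of over 45% in size; temperature-sensitive fusion mutants such as fzo1-1 at 37 °C on non-fermentable ethanol glycerol medium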
#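 S. cerevisiae fusion-defective temperature-sensitive mutants (e.g. fzo1-1, mgm1-5) grown 48 h at 37C in YPEG (ethanol/glycerol non-fermentable) medium with 23 nl compound per well; growth rescue read as CellTiterGlo luminescence.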
# S-ASM inh: blocks human secretory acid sphingomyelinase; placental ASM, HMU-PC fluorogenic substrate, 60 min; Potency, µM (top dose mostly 57.5 µM), for inactives: at the top dose activity change, negative = inhibition, hits mostly inhibitors; hit rate 0.006% among 340,000; AID 504937; note: potency is the fitted concentration of half-maximal effect
# Target sequence (P17405 47-631 limits assumed): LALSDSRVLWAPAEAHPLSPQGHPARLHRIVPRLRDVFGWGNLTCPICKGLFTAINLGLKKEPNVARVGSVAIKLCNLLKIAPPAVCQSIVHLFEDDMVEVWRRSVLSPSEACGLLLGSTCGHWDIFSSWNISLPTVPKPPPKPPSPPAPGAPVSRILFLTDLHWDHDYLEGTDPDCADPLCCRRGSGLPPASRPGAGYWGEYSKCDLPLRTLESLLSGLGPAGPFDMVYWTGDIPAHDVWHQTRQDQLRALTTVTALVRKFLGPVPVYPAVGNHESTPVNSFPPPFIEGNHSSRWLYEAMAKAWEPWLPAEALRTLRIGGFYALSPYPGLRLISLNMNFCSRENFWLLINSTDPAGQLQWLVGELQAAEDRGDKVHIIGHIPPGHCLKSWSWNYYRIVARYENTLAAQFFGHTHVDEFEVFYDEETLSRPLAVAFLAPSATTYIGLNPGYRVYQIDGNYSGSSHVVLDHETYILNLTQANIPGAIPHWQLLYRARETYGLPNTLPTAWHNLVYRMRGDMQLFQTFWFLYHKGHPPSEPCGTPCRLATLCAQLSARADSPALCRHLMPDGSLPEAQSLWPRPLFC
#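 Fluorogenic HMU-PC substrate (9 uM final) is turned over by placental ASM in 60 min at 37 C after a 10 min compound preincubation. Reaction ended by alkaline stop (pH 10), with fluorescence read at 386/447 nm.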
# A-T KAP1 phos: potential ataxia-telangiectasia treatments restoring KAP-1 phosphorylation. […] A-T fibroblasts, KAP-1 phosphorylation AlphaLISA; neocarzinostatin DNA damage 30 min before lysis. Potency, µM (titrated, usually from 57.5 µM), for the others: at the top dose activation, most hits filed as activators. hit rate 0.19% among 320,000; note: potency is the fitted concentration of half-maximal effect; % of control where 0% means no effect; nearly all actives have a fitted effect of over 45% in size
#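 ATM-like activity read as KAP-1 phosphorylation via AlphaLISA donor/acceptor antibody pairs after lysis and 6 hr at 25C. Cells were ATM-null patient fibroblasts ([…], hTERT), dosed 60 min, then exposed to the DSB inducer NCS for 30 min.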
# BCR signal inh: blocks chronic active B-cell receptor signaling; ABC-DLBCL IkBa-CBG/CBR reporter, luminescence ratio, 4 h; Potency, µM (doses to about 46.1 µM), inactives show at the top dose ratio change, negative = lower green/red ratio, most hits filed as inhibitors; hit rate 0.05% among 340,000; active = well fitted inhibition curve with a large enough effect in the signal ratio, with a control signal flat, not every such curve was filed as active; inconclusive = small, poorly fitted or top-dose-only effect, or effect the other way, or a change in a side signal; the % refers to the signal ratio;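 note: potency is the fitted concentration of half-maximal effect; plate controls were basal doxycycline-induced cells for no effect and cells given 10 µM MG132 for full effect; MG132 reads +100%, hits lower the ratio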
#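 Doxycycline induced both beetle luciferases in TMD8 lymphoma cells; IKK-driven degradation limits the IkappaBalpha-fused green signal, while red luminescence normalises for cell number and nonspecific effects. Compounds tested up to 46 uM, 4 hrs.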
# An asterisk follows results filed as active; ? = inconclusive; . = not tested or not shown; [ ] = remark or other dose. Unless noted, calls come from the whole dose curve; as a rule, active = well fitted curve in the direction sought with a large enough effect; inconclusive = small, poorly fitted or top-dose-only effect, or another doubt; inactive = no such curve, though single readings can be large; an effect the other way counts as inactive or inconclusive.
# The line under a structure holds: TSG101-PTAP inh | Integrin act MD | TCR act | Tb PFK block | Eya2 phos inh | ELG1 DNA repair | TSHR antagonist | Mito fusion yeast | S-ASM inh | A-T KAP1 phos | BCR signal inh
O=C(CNC(=O)c1ccccc1)Nc1ccsc1C(=O)O
 : -1% | 0% | -5% | 0% | -5% | 15% | 3 | -2% | 1% | -1% | ?
COc1cc(C(=O)N2CCN(c3cccc(C)c3C)CC2)cc(OC)c1OC
 : 0% | -16% | 1%[46.1 µM] | 4% | -5% | ? | -9 | 1% | -2% | -1% | ?
CC(=O)Nc1cc[n+](C(C)C(=O)c2ccc(Cl)cc2)cc1 (configuration not stated)
 : -2% | -45% | 9% | 0% | -1% | -19% | -9 | 0% | 0% | 0% | -1%
Cc1ccc(S(=O)(=O)N2C(=O)CCC2C(=O)Nc2ccc3c(c2)OCCO3)cc1 (configuration not stated)
 : -3% | 18% | -1% | -9% | 2% | 7% | 9 | 0% | 1% | 8% | -6%
CC(C)(C)c1ccc(OCCC(=O)OCC(=O)NC2CCCCC2)cc1
 : 1% | -13% | -4% | -11% | -6% | -2% | 6 | -2% | -10% | 1% | -14%
COc1ccccc1C1CCN(Cc2cccc(C(=O)N3CCC(O)CC3)c2)CC1
 : -11% | -23% | 2% | 0% | -9% | -4% | -7 | -7% | -1% | -12% | 3%
CCOC(=O)c1cnc2nc(N3CCOCC3)nn2c1N
 : -2% | 32% | 1% | -4% | -29% | ? | -4 | 2% | 3% | -3% | ?
CCn1cc(C(=O)NCCCOC(C)C)c2cc(OC)c(OC)cc2c1=O
 : 1% | -10% | -2% | -8% | 10% | ? | 13 | -3% | 0% | -5% | -3%
COc1ccc(OC)c(CN(CCN2CCOCC2)S(=O)(=O)c2ccc(NC(C)=O)cc2)c1
 : -8% | -15% | -1% | -1% | 28% | 11% | -4 | 3% | 0% | -8% | -1%
CCOC(=O)c1cnc2ccc(C(=O)OC)cc2c1NCCc1ccc(OC)c(OC)c1
 : -1% | -8% | -5%[46.1 µM] | -1% | 1% | 15µM* | -16 | -4% | 2% | 5% | -1%
Cn1ccnc1SCC(=O)c1cccc(C(F)(F)F)c1
 : -3% | -29% | 2% | 0% | 11% | ? | 19 | -14% | 1% | -4% | -3%
Cc1ccc2cc(CN(Cc3ccc(F)cc3)Cc3nnnn3C3CCCC3)c(=O)[nH]c2c1
 : -8% | -7% | 0% | -9% | -17% | ? | 2 | 9% | -13% | 1% | 2%
CCCCOCCCNCC(=O)Nc1ccc(S(N)(=O)=O)cc1
 : -1% | 2% | -6% | 10% | -5% | 8% | -6 | -6% | 0% | 1% | -5%
Cc1cc(C)n(CCC(=O)N2CCN(S(=O)(=O)c3ccc(C)c(C)c3)CC2)n1
 : -1% | 18% | 0% | -6% | -8% | 9% | -6 | 1% | 2% | -2% | 5%
CC(=O)N1CCN(C(=O)c2cc(S(=O)(=O)N3CCCCC3)ccc2Cl)CC1
 : -2% | 5% | 1% | -4% | -14% | 10% | -3 | 3% | . | 11% | 2%
O=C(CN1C(=O)C2CCCCC2C1=O)Nc1cccc([N+](=O)[O-])c1 (configuration not stated)
 : -1% | 15% | -10% | 0% | 0% | 12% | 5 | 0% | 20% | -1% | 10%
Cc1ccc(C(=O)N2CC(=O)Nc3ccccc32)o1
 : -2% | -1% | 3%[46.1 µM] | 2% | 4% | 1% | 3 | -9% | 1% | -4% | -3%
N#Cc1c(-c2ccccc2F)cc(C2CC2)nc1SCC(=O)c1cccs1
 : 2% | 21% | -3%[46.1 µM] | -8% | 2% | -20% | -20 | -1% | -2% | 4% | ?
CCCCc1nnc2c(N(C)S(=O)(=O)c3ccccc3)nc3ccccc3n12
 : -1% | 25% | -5% | -1% | 0% | 4% | 24 | 5% | 1% | 11% | -2%
O=C(NC1CCCC1)c1cccc(Cl)c1
 : 1% | -2% | -8% | 0% | 15% | 8% | 0 | 1% | 3% | 6% | -12%
COc1ccc(/C(N)=N/O)cc1O
 : -1% | 19% | 3%[46.1 µM] | -2% | 8% | 16% | 20 | -4% | 7% | -1% | -1%
c1ccc(CN2CCC(=NNc3nc4ccccc4[nH]3)CC2)cc1
 : -1% | 14% | 10% | -2% | -9% | 1% | 10 | 0% | 1% | 0% | -20%
Cc1ccc(CSc2ncnc3onc(C)c23)cc1
 : 1% | -21% | -1% | 4% | -3% | 0% | -2 | -8% | -7% | 9% | ?
N[C@H]1C(O)O[C@H](CO)[C@@H](O)[C@@H]1O (some centres not stated)
 : 2% | . | 1% | 0% | -6% | 16% | 27 | 18% | 3% | 15% | 10%
C[C@@H]1CN([C@@H](C)CO)C(=O)c2cc(NS(=O)(=O)c3ccc(Cl)cc3)ccc2O[C@H]1CN(C)Cc1ccncc1
 : 0% | -18% | 2% | 2% | -11% | -2% | -3 | . | 1% | -2% | 1%
COc1ccc(-n2c(-c3ccco3)nc3c(cnn3-c3ccc(C)cc3)c2=O)cc1
 : -1% | -4% | -5% | 1% | 3% | ? | -9 | 26% | 1% | 2% | -6%
Cn1c(CC(=O)Nc2ccccc2)nnc1SCCOc1ccccc1
 : -3% | -2% | -2% | . | . | . | . | 2% | 3% | . | .
CCCC(=O)n1nc(-c2cccnc2)nc1NCc1ccc(OC)cc1
 : -1% | 4% | -9% | -1% | -12% | 1% | -2 | -4% | 0% | 0% | ?
COc1cc(-c2cc(C(=O)NCCc3ccc(S(N)(=O)=O)cc3)c3ccccc3n2)cc(OC)c1OC
 : -17% | 16% | 1% | 0% | -7% | 4.1µM* | -8 | -9% | 6% | -9% | ?
Cc1ccc(C(=O)O)c(C(=O)Nc2nc3ccccc3s2)c1
 : -5% | -1% | -2% | 1% | -4% | ? | 1 | 4% | 0% | -12% | ?

# Profiles from above.
# O=C(NC1CCCC1)c1cccc(Cl)c1 is listed as TSG101-PTAP inh = 1%; Integrin act MD = -2%; TCR act = -8%; Tb PFK block = 0%; Eya2 phos inh = 15%; ELG1 DNA repair = 8%; TSHR antagonist = 0; Mito fusion yeast = 1%; S-ASM inh = 3%; A-T KAP1 phos = 6%; BCR signal inh = -12%
# CCOC(=O)c1cnc2ccc(C(=O)OC)cc2c1NCCc1ccc(OC)c(OC)c1 is listed as TSG101-PTAP inh = -1%; Integrin act MD = -8%; TCR act = -5%[46.1 µM]; Tb PFK block = -1%; Eya2 phos inh = 1%; ELG1 DNA repair = 15µM*; TSHR antagonist = -16; Mito fusion yeast = -4%; S-ASM inh = 2%; A-T KAP1 phos = 5%; BCR signal inh = -1%

# (more compounds)
# The line under a structure holds: TSG101-PTAP inh | Integrin act MD | TCR act | Tb PFK block | Eya2 phos inh | ELG1 DNA repair | TSHR antagonist | Mito fusion yeast | S-ASM inh | A-T KAP1 phos | BCR signal inh
CCSc1ncnc2c1oc1ccccc12
 : -4% | 21% | -7% | 0% | -7% | ? | -9 | -1% | -3% | 3% | ?
Cc1ccc(NC(=O)c2c(-c3ccccc3Cl)noc2C)nc1
 : -10% | 6% | -4% | -2% | -3% | -23% | 6 | -1% | 0% | 2% | 6%
O=C1NC[C@@H](Cc2cccc3ccccc23)N(CCc2cc(C(F)(F)F)cc(C(F)(F)F)c2)C1=O
 : -9% | -13% | -4% | -11% | -18% | 8% | 0 | 0% | -11% | 0% | ?
CC(=O)c1cccc(NC(=O)/C(=C\c2cccnc2)NC(=O)c2ccc(C)cc2)c1
 : 3% | 8% | -3% | 12% | 1% | 1% | -11 | -1% | -1% | 1% | ?
O=C(CCc1nnc(CCCCc2ccccc2)o1)NCc1cc(F)ccc1F
 : -4% | -4% | 5% | -2% | -2% | 4% | -7 | 12% | 0% | -4% | ?
CCOc1ccccc1N1CCN(C(=O)Nc2cccc(Cl)c2)CC1
 : -3% | -25% | 1% | -1% | -11% | ? | 6 | 19% | -2% | -4% | ?
O=C(c1cc([N+](=O)[O-])ccc1N1CCCCC1)N1CCCCC1
 : . | 8% | . | -2% | ? | 7% | 0 | -4% | -6% | -8% | 5%
